Assay outcomes: PubChem, several laboratories
MT stabilizer = microtubule stabilizers in HeLa cells, primary screen, imaging, high-content imaging; HeLa tubulin immunostaining HCS, 24 h; share of cells brighter than vehicle mean+2SD; % tubulin-high responders, % at 10 µM; 200,000 tested, 0.83% active; AID 2205, 2009;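 active means plate Z-score above 3 for both tubulin-high and condensed-nucleus cell shares, with cell loss under 80%, at 10 µM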;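 further: anti alpha tubulin signal scored within the nucleus-defined area of each cell; some results filed as inactive read as strong as hits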
b-catenin transl = modulators of beta-catenin nuclear translocation, primary screen, imaging, HeLa cells, immunofluorescence, high-content. 190,000 tested, 0.3% active. nuclear translocation activity, % at 5 µM;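 active means nuclear translocation activity above 50% at 5 µM, with a well cell count of 50 or more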;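 further: per-cell ratio of nuclear to cytoplasmic median beta-catenin stain intensity; plate controls were DMSO negative control for no effect and GSK-3 inhibitor IX positive control for full effect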
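System: HeLa cells, endogenous beta-catenin; compound dosing: 5 µM primary single dose, 0.1% DMSO, 0.02–20 µM confirmation series; incubation: 24 h compound exposure at 37°C, 5% CO2; signal: beta-catenin immunofluorescence imaging with DAPI; evaluation: % activation, nuclear-to-cytoplasmic median beta-catenin signal ratio per cell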
Autophagy mod = autophagy modulators in MEF cells, primary screen, imaging, high-content, MEF GFP-LC3; MEF GFP-LC3 puncta imaging; test concentration mostly 10 µM; calls only at 10 µM (by protocol); 190,000 tested, 0.98% active; AID 463193, 2010;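 active means percentage of spot-positive cells more than 3 SD above its plate mean, without a fluorescence outlier flag or 80% toxicity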;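 further: spot-positive cell cutoff set from DMSO-treated cells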
human PMI inhibition = inhibitors of human PMI, primary screen, biochemical, fluorescence intensity, coupled assay (AID 1209) | Mannose-6-phosphate isomerase (Homo sapiens) | purified PMI enzyme, coupled fluorescence intensity; higher % means a stronger effect | one-dose inhibition, % at 20 µM; IC50 in µM for titrated hits | 190,000 tested, 0.42% active;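 further: plate controls were DMSO vehicle for no effect and wells lacking substrate for full effect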
human PMI inhibitors = human PMI inhibitors, high substrate, primary screen, biochemical, fluorescence intensity, high mannose 6-phosphate (AID 1220) | recombinant PMI enzyme, coupled fluorescence intensity; higher % means a stronger effect | 190,000 tested, 0.66% active | inhibition, % at 20 µM; hits with a dose series show IC50 in µM | Mannose-6-phosphate isomerase (Homo sapiens)
Yfh1-off respiration = enhancers of respiration in Yfh1-depleted yeast, dose response, Friedreich's ataxia, plus single-dose screen (AID 1465); S. cerevisiae Yfh1-off respiration, WST-1 reduction, 72 h; higher fold induction means a stronger effect; fold induction at 50 µM, or EC50 in µM where a hit was titrated; 220,000 tested, 0.074% active;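 active means fold induction of absorbance versus untreated yeast above a set limit, then at least 30% activation at any dose in follow-up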;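 further: activators that raise dye reduction in frataxin-depleted yeast; strong numbers were not always called active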
Dynein cargo inh = inhibitors of GR-EGFP nuclear translocation, primary screen, dynein cargo transport inhibitor project, imaging, high-content, 3617.4 mouse cells; test concentration mostly 20 µM; stimulated with dexamethasone, 1 µM; active compounds read low; z-score, hits read low; 220,000 tested, 0.47% active; AID 1381, 2008;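 active means plate z-score of nuclear minus cytoplasmic receptor signal below a set negative limit, without overly bright fluorescence or cell loss, cut at about -3.5 in these data, passing the limit was not always enough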;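 further: z-score of nuclear minus cytoplasmic ring GR-EGFP intensity difference per well; some compounds called inactive have numbers as strong as hits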
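Buffer or medium – tet-free medium with charcoal-stripped serum · Signal – automated 10x imaging of fixed Hoechst-stained cells · Also added – dexamethasone agonist, 1.0 µM final, for 30 min · Incubation – induction 48 h, compound 1 h, agonist 30 min · Read-out – GR-EGFP nuclear translocation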
Insulin prom up = insulin promoter activators in MIN6 cells, imaging, high-content screening, mouse beta cells. 190,000 tested, 0.3% active. MIN6 insulin promoter-GFP reporter; active compounds read high. AID 1625, 2009. z-score at 5 µM;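 active means z-score above 3 at 5 µM with at least 500 cells counted in the well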
WT yeast gro inh = growth inhibition of WT strain, primary screen, mitochondrial fusion inhibitor project, WT and mutant strains, chemical genetic; mitochondrial fusion phenotypic screen; inhibition, % at 10 µM; 190,000 tested, 2.1% active; in the data active means inhibition above about 58%; tested in S. cerevisiae
WT yeast gro inh mutant strain = recorded beside WT yeast gro inh, whose call it bears; inhibition, %; mitochondrial fusion phenotypic screen, mutant strain inhibition
Dynein cargo inh cytoplasmic EGFP = second read-out of Dynein cargo inh, no call of its own (marks repeat the call); z-score; measured here: cytoplasmic GR-EGFP intensity; active compounds read high
Dynein cargo inh nuclear GR-EGFP = further read-out of Dynein cargo inh, marked with its call; z-score; measured here: nuclear GR-EGFP intensity;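 lower value marks the stronger effect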
Dynein cargo inh cell count = recorded beside Dynein cargo inh, whose call it bears; z-score; measured here: cell count per field
Insulin prom up cell count = second read-out of Insulin prom up, no call of its own (marks repeat the call); cell count; measured here: cytotoxicity, nuclei count;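 total cells summed across four imaged fields per well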
b-catenin transl cell count 5 µM = recorded beside b-catenin transl, whose call it bears; cell count; measured here: cell count, cytotoxicity flag
MT stabilizer Hoechst-high % = also measured in MT stabilizer; calls as there; % Hoechst-high responders; measured here: nuclear condensation Hoechst responders;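 share of cells brighter than vehicle mean plus two SD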
MT stabilizer cytotoxicity % = second read-out of MT stabilizer, no call of its own (marks repeat the call); toxicity, %; measured here: cytotoxicity by cell density;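 0% = mean cell density of plate MIN control wells and 100% = no cells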
Autophagy mod cell loss 18 h = also measured in Autophagy mod; calls as there; toxicity, %; measured here: cell loss, nuclei count;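 cell loss after 18 h compound exposure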
Starred values were filed as active, the others as inactive; i = inactive; . = not tested or not shown. Unless noted, no stated cut-off is given here; in the data, active means inhibition above about 50%; inactive means the rest. Rows are unselected; about 5% have a hit in one of these screens.

SMILES	MT stabilizer	MT stabilizer Hoechst-high %	MT stabilizer cytotoxicity %	b-catenin transl	b-catenin transl cell count 5 µM	Autophagy mod	Autophagy mod cell loss 18 h	human PMI inhibition	human PMI inhibitors	Yfh1-off respiration	Dynein cargo inh	Dynein cargo inh cytoplasmic EGFP	Dynein cargo inh nuclear GR-EGFP	Dynein cargo inh cell count	Insulin prom up	Insulin prom up cell count	WT yeast gro inh	WT yeast gro inh mutant strain
CC(Cc1ccsc1)NC(=O)CCc1nnc(COc2ccccc2)o1 (stereo unspecified)	4.6	1.6	9.0	-1.0	939	i	-27	1%	1%	i	-0.86	-0.36	-0.32	1.3	-0.17	1539	-14	-5
O=C(OCCN1CCN(c2ncc(C(F)(F)F)cc2Cl)CC1)c1ccc(Cl)cc1	0.8	2.0	11	-0.5	1054	i	0	22%	18%	i	0.071	-0.028	-0.44	0.43	0.88	1932	0	-2
Cc1cc(C(=O)NCCCn2ccnc2)sc1-c1ccccc1	3.0	1.9	3.9	-0.9	1133	i	4	5%	1%	i	0.023	-0.21	0.04	0.2	-0.03	1739	14	-3
N#Cc1ccc(Cn2c(=O)c(C#N)c3n(c2=O)CCC3)cc1	4.0	1.4	6.8	-2.8	897	i	22	0%	-6%	i	-0.34	-0.18	0.31	0.087	0.75	1239	2	-5
CCn1c(=O)c2ccccc2n2c(SCC(=O)NCc3cccs3)nnc12	5.0	2.2	4.0	-5.0	1202	i	12	10%	8%	i	-0.34	-0.28	-0.4	0.018	0.12	1216	-8	-7
Cc1cc(C)c(-c2noc(C(=O)OC(C)(C)C)c2C(=O)OC(C)(C)C)c(C)c1	1.7	1.7	6.0	-2.3	1367	i	-25	9%	8%	i	-0.96	-0.058	0.14	0.31	0.27	1526	66*	-3.2*
CCOC(=O)CC(/C(C)=N\O)c1ccccc1 (stereo unspecified)	2.1	6.3	9.3	-0.7	1127	i	-7	2%	5%	i	-0.24	-0.19	-0.12	1.1	-0.03	1385	-11	-22
O=C(N/N=C/CCc1ccccc1)c1ccc(CN2c3cccc4cccc(c34)S2(=O)=O)cc1	3.8	3.2	6.6	-3.6	1245	i	6	-5%	-11%	i	-0.34	-0.22	0.2	0.4	0.14	1321	-6	-13
CCOC(=O)C1(CCCc2ccccc2)CCN(C(=O)c2cnc(C)cn2)CC1	3.3	1.7	10	-2.3	962	i	10	-5%	-4%	i	0.22	-0.23	0.44	0.29	.	.	6	1
Cc1nc2ccccc2c(=O)n1NC(=O)c1ccco1	3.5	2.7	6.1	-1.3	1218	i	2	-11%	-10%	.	-0.87	-0.18	-0.67	0.74	0.24	1274	5	2
Cc1onc(-c2ccccc2Cl)c1C(=O)NC(=S)Nc1ccc(C(C)(C)C)cc1	.	.	.	-0.4	1292	.	.	.	.	i	-0.92	-0.21	-0.16	0.94	-0.9	954	.	.
Cc1nnc(SCc2cnc(-c3ccccc3)o2)[nH]c1=O	1.9	0.4	23	.	.	i	2	1%	-6%	i	-0.6	-0.26	-0.25	0.69	0.18	1314	-2	7
COC(=O)/C(=C\Nc1ccc(OC)cc1)NC(=O)c1ccc(Cl)cc1Cl	1.8	1.1	9.8	-1.7	1187	i	-8	22%	12%	i	0.41	-0.17	-0.045	0.075	-0.04	1214	0	0
O=C(Cc1ccccc1)Nc1ccccc1C(=O)N1CCCCCC1	5.1	1.3	2.9	-1.2	967	i	8	-6%	-7%	i	-0.15	-0.28	0.51	0.8	1.5	1610	1	1
Cc1c(NC(=O)CSc2nnnn2-c2ccc(C(=O)O)cc2)c(=O)n(-c2ccccc2)n1C	2.3	2.3	8.9	-0.2	940	i	-6	0%	-4%	i	-0.28	-0.37	-0.024	0.51	-0.33	1491	-6	4
COc1ccc(CNc2nc3nc(C)c(Cl)c(C)n3n2)cc1OC	1.4	2.4	35	.	.	i	-3	.	.	i	-0.27	-0.26	0.17	-0.39	.	.	.	.
O=C(C=C1CCN(c2ncc(C(F)(F)F)cc2Cl)CC1)NNC(=O)Nc1ccccc1	1.6	2.0	8.5	-2.2	1025	i	7	-22%	-34%	i	-0.073	-0.2	-0.33	0.64	0.24	1370	-7	7
Cc1c(NC(=O)c2cc(-c3ccc4c(c3)OCO4)on2)c(=O)n(-c2ccccc2)n1C	3.2	2.2	0.9	-0.7	1086	i	14	12%	15%	i	0.42	0.045	0.37	0.092	0.61	1289	2	4
O=C(CSc1nc2cc(Cl)ccc2o1)Nc1ccc(N2CCOCC2)cc1	3.0	2.0	1.8	-0.5	1474	i	-5	1%	1%	i	1.2	-0.22	0.69	-1.4	-1.3	1148	-7	-12
O=C(N/N=C/C=C\c1ccccc1[N+](=O)[O-])c1cccnc1	.	.	.	0.8	1298	.	.	.	.	i	1.5	0.026	1.4	-2.9	-0.57	1058	.	.
Cc1ccc(OCC(O)Cn2c(=N)n(Cc3ccccc3)c3ccccc32)cc1 (stereo unspecified)	7.3	0.7	18	-3.6	1249	i	6	0%	-3%	i	-0.043	-0.25	-0.13	0.38	.	.	-2	-3
Cc1c(C(=O)Nc2ccccc2)oc2c1C(=O)CC(C)(C)C2	3.6	2.7	4.8	.	.	i	10	7%	4%	i	2.5	-0.041	1.4	-1.1	1	1284	3	-9
CCOC(=O)/C(N=Nc1ccc(F)cc1)=C(/O)c1ccc([N+](=O)[O-])cc1	3.0	1.2	2.5	.	.	i	14	-3%	-6%	.	-0.087	-0.27	0.063	0.32	-0.99	967	-2	7
Cc1cc(OCCN2CCOCC2)ccc1[N+](=O)[O-]	2.5	3.3	7.3	2.6	1050	i	5	10%	-6%	i	-0.31	-0.21	-0.29	0.027	-0.38	1519	-21	3
Cc1cc(C)c(C)c(S(=O)(=O)NC2CCN(Cc3ccccc3)CC2)c1C	5.0	1.3	5.9	-2.0	1090	i	-2	0%	-4%	i	-0.45	-0.35	-0.39	1.3	-0.32	1482	15	22

Three neighbouring entries from above, for reference:
SMILES	MT stabilizer	MT stabilizer Hoechst-high %	MT stabilizer cytotoxicity %	b-catenin transl	b-catenin transl cell count 5 µM	Autophagy mod	Autophagy mod cell loss 18 h	human PMI inhibition	human PMI inhibitors	Yfh1-off respiration	Dynein cargo inh	Dynein cargo inh cytoplasmic EGFP	Dynein cargo inh nuclear GR-EGFP	Dynein cargo inh cell count	Insulin prom up	Insulin prom up cell count	WT yeast gro inh	WT yeast gro inh mutant strain
CCOC(=O)/C(N=Nc1ccc(F)cc1)=C(/O)c1ccc([N+](=O)[O-])cc1	3.0	1.2	2.5	.	.	i	14	-3%	-6%	.	-0.087	-0.27	0.063	0.32	-0.99	967	-2	7
Cc1cc(OCCN2CCOCC2)ccc1[N+](=O)[O-]	2.5	3.3	7.3	2.6	1050	i	5	10%	-6%	i	-0.31	-0.21	-0.29	0.027	-0.38	1519	-21	3
Cc1cc(C)c(C)c(S(=O)(=O)NC2CCN(Cc3ccccc3)CC2)c1C	5.0	1.3	5.9	-2.0	1090	i	-2	0%	-4%	i	-0.45	-0.35	-0.39	1.3	-0.32	1482	15	22

Additional results follow.
SMILES	MT stabilizer	MT stabilizer Hoechst-high %	MT stabilizer cytotoxicity %	b-catenin transl	b-catenin transl cell count 5 µM	Autophagy mod	Autophagy mod cell loss 18 h	human PMI inhibition	human PMI inhibitors	Yfh1-off respiration	Dynein cargo inh	Dynein cargo inh cytoplasmic EGFP	Dynein cargo inh nuclear GR-EGFP	Dynein cargo inh cell count	Insulin prom up	Insulin prom up cell count	WT yeast gro inh	WT yeast gro inh mutant strain
CC(=O)c1cc2c(cc1NS(=O)(=O)c1ccccc1F)OCO2	2.4	2.2	13	0.0	1125	i	-7	7%	9%	i	1.7	-0.27	0.26	-0.41	2	1161	-17	-17
O=C(O)/C=C/C(=O)NNC(=O)c1ccc(Br)cc1	6.6	1.7	2.5	0.8	1065	i	8	-11%	-19%	i	0.97	0.13	1.3	-0.99	-0.16	1499	-12	8
CC(=O)CC(=O)Nc1cccc2c1CCCC2	4.7	2.1	6.0	.	.	i	-12	-14%	-6%	i	-0.31	-0.21	0.16	0.37	0.21	1161	-6	0
O=C(N/N=C/c1cc([N+](=O)[O-])ccc1Cl)c1cnccn1	3.9	3.0	8.1	42	632	i	19	-1%	-9%	i	1.1	-0.18	0.95	-1.3	-0.31	1327	-3	5
O=C1CCN(S(=O)(=O)c2ccccc2)CCN1CCOCc1cccc(F)c1	.	.	.	1.8	1062	.	.	.	.	i	-0.13	-0.83	-0.03	0.23	0.8	525	.	.
COc1ccc(N/N=C(\C#N)C(=N)SCc2ccccc2)cc1	2.4	1.8	4.0	-0.3	1129	i	22	21%	16%	i	-1.1	0.2	-0.38	0.36	0.35	1340	53	39
CC(=O)c1ccc(OCC(=O)c2ccc(-c3ccccc3)cc2)cc1	3.5	3.0	6.0	1.0	525	i	-14	5%	10%	i	0.59	-0.27	-0.12	-0.47	0.08	1271	17	16
O/N=C/c1cc(Cl)ccc1OCc1ccccc1Cl	2.7	1.6	8.4	1.3	1289	i	-12	5%	12%	i	1.3	-0.14	0.11	-0.9	0.62	1497	5	14
COc1ccc(S(=O)(=O)Nc2ccccc2OC)cc1NC(=O)Cc1cccs1	4.6	2.2	2.2	-1.3	972	i	1	7%	-14%	i	0.76	1.2	0.34	-0.57	.	.	-21	-6
Cc1ccc(S(=O)(=O)NC2=NCCCCC2)cc1	1.8	3.0	5.4	-0.1	1076	i	-3	-2%	6%	i	0.46	-0.29	0.14	0.43	-0.01	1532	-23	-11
